Rac1 GTP hydrolysis: MgcRacGAP GTPase-activating activity inhibitors, confirmation, biochemical, ADP Hunter fluorescence; Rac GTPase-activating protein 1 (Homo sapiens); MgcRacGAP-stimulated Rac1 GTP hydrolysis, ADP Hunter fluorescence; higher % means a stronger effect; GST-tagged Rac1 F28L mutant substrate; one-dose inhibition, % at 30 µM; IC50 in µM for titrated hits; 340,000 compounds, 0.6% hits; AID 624330, 2012;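 active = first-screen hits whose inhibition reached a set limit at any dose in the follow-up dose series; inconclusive = inhibition above the set first-screen limit but never retested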;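 also: fluorescence reports GDP produced by GAP-driven GTP hydrolysis; strong numbers were not always called active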
Salmonella PhoP GFP: inhibitors of PhoP regulon expression, primary screen, Salmonella Typhimurium, GFP reporter (AID 1863); 300,000 compounds, 0.16% hits; inhibition, % at 50 µM; hits with a dose series show IC50 in µM; S. Typhimurium PhoP-regulated promoter GFP reporter, 4 h; higher % means a stronger effect;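 active = inhibition over 29.93%, a cutoff 3 SD above the screen mean, later confirmed by dose response; inconclusive = inhibition over 29.93% but no dose response follow-up; inactive = inhibition at most 29.93% or unconfirmed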;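 also: 0% = low Mg2+ inducing control and 100% = high Mg2+ repressing control; strong numbers were not always called active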
West Nile antiviral: West Nile virus antiviral activity, cell-based, CPE readout (AID 1621) | West Nile virus-infected cells, CPE inhibition; higher % means a stronger effect | CPE inhibition, % at 10 µM; hits with a dose series show IC50 in µM | 290,000 compounds, 0.02% hits; in the data active = a potency from the dose series; inconclusive = CPE inhibition mostly from about 3.7% at the one dose, without a potency; inactive = the rest, 99 in 100 with CPE inhibition below about 2.2%; also: strong numbers were not always called active
RSV CPE inhibition: RSV antiviral activity via CPE protection, HEp-2 cells, primary 10 µM value included (AID 2391). HEp-2 cells, RSV-induced CPE inhibition; higher % means a stronger effect. 310,000 compounds, 0.13% hits. one-dose CPE inhibition, % at 10 µM; IC50 in µM for titrated hits; in the data active = a potency from the dose series; inconclusive = CPE inhibition mostly from about 23% at the one dose, without a potency; inactive = the rest, 99 in 100 with CPE inhibition below about 21%; also: strong numbers were not always called active
Dengue-2 NS5 capping: Dengue-2 NS5 methyltransferase inhibitors, primary screen, biochemical, confirmation dose response (AID 588689); Dengue-2 NS5 methyltransferase capping enzyme assay, biochemical; higher % means a stronger effect; inhibition, % at 25 µM, or IC50 in µM where a hit was titrated; 340,000 compounds, 0.3% hits; in the data active = a potency from the dose series; inconclusive = inhibition above about 29% without an active follow-up result
SV40 large T antigen: SV40 large T antigen inhibitors, biochemical (AID 1903); SV40 large T antigen ATPase/helicase inhibition assay; higher % means a stronger effect; 310,000 compounds, 0.39% hits; inhibition, % at 20 µM, or IC50 in µM where a hit was titrated; in the data active = a potency from the dose series; inconclusive = inhibition mostly from about 32% at the one dose, without a potency; inactive = the rest, 99 in 100 with inhibition below about 32%; also: strong numbers were not always called active
K1F lysis inhibition: inhibition of K1F phage lysis, E. coli UTI89, bacterial capsule biogenesis inhibitors, alamar blue (AID 488966); E. coli UTI89 K1F phage lysis, alamar blue, 2 h; higher % means a stronger effect; one-dose inhibition, % at 100 µM; IC50 in µM for titrated hits; 340,000 compounds, 0.02% hits;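 active = phage lysis inhibition, versus mean bacterial control, above a set limit; inconclusive = no clear call, values can overlap the other calls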;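 also: capsule biogenesis inhibitors block K1F phage lysis so surviving cells raise fluorescence; higher fluorescence means more inhibition of phage lysis; actives were called in the ten point dose series up to 300 µM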
T cell HTS: modulators of CD8 T cell-vesicle binding, primary screen, mouse 2C CD8+ T cells, flow cytometry. 2C CD8+ T cell-vesicle binding; stronger effect = lower value. calls only at 7 µM. 330,000 compounds, 0.068% hits. AID 2052, 2009;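 active = response, share of CD8 T cells binding vesicles, and their 90th percentile fluorescence all below set limits, cut at about 80% in these data, passing the limit was not always enough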
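Incubation: binding step 1.5 h, 37 °C, antibody labelling 20 min, ice; system: murine 2C transgenic CD8+ T lymphocytes; technique: cytometric PE anti-B7-1 and Alexa647 anti-CD8 signals after 1% paraformaldehyde fixation; also added: QL9-charged Drosophila Ld/ICAM-1/B7-1 vesicles; control set: naked versus QL9-loaded vesicles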
NTR1 ag: agonists of NTR1, primary screen, imaging, U2OS cells, beta-arrestin-GFP, high content (AID 493036); Neurotensin receptor type 1 (Homo sapiens), P30989; NTR1-U2OS beta-arrestin-GFP spot imaging, agonist mode; activation, % at 20 µM; 330,000 compounds, 0.17% hits;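 active = activation at or above 40% of the spot to cytoplasm intensity ratio, with at least 20 cells analyzed; inconclusive = wells under 20 cells, flagged as cytotoxic or low count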;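 also: 0% = DMSO without peptide and 100% = 100 nM NTR1 peptide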
Target sequence (P30989 whole entry, looked up): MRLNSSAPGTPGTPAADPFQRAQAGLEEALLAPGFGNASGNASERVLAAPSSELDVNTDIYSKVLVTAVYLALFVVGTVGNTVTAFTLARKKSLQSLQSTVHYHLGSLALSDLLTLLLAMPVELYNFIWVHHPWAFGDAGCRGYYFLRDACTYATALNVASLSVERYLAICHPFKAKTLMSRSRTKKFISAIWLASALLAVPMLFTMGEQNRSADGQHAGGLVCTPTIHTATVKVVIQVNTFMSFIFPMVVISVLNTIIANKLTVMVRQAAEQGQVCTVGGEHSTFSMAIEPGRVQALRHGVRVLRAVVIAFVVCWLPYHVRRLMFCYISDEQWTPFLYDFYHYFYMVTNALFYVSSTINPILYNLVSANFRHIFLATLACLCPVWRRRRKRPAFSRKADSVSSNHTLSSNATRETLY
T cell HTS vesicle-bound %: also measured in T cell HTS; calls as there; double positive events, %; measured here: CD8+ vesicle-bound cell fraction;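 binding gate set so that unloaded-vesicle control wells show 10% double positive cells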
NTR1 ag cell count 20 µM: second read-out of NTR1 ag, no call of its own (marks repeat the call); cell count; measured here: cell count, cytotoxicity flag
Dengue-2 NS5 capping pilot replicate: also measured in Dengue-2 NS5 capping; calls as there; inhibition, %; measured here: pilot screen replicate inhibition
* hit, by the source's call; i = inactive; u = inconclusive; x = no result given; [ ] = dose if it differs, or a comment. Outcome played no part in choosing rows; overall some 1.5% were active at least once.

SMILES	Rac1 GTP hydrolysis	Salmonella PhoP GFP	West Nile antiviral	RSV CPE inhibition	Dengue-2 NS5 capping	SV40 large T antigen	K1F lysis inhibition	T cell HTS	T cell HTS vesicle-bound %	NTR1 ag	NTR1 ag cell count 20 µM	others
CC(C)C(=O)Nc1ccccc1-c1nc2ccccc2[nH]c1=O	7%	7%	0.2%	-0.5%	x	-3%	1.3%	i	53	-0.3	63
Cc1ccc(-n2cc(CN3CCNC(=O)CC3)c(-c3ccc(F)cc3)n2)cc1	6%	-4%	-0.7%	2.9%	1%	14%	0.0%	i	35	0.8	67
CCCN(CC(=O)Nc1ccccc1OC)C(=O)C1=COCCO1	3%	x	x	0.6%	-6%	x	0.3%[50 µM]	i	41	1.6	60
N#Cc1c(-c2ccc(C(F)(F)F)cc2)cc(-c2ccccc2)[nH]c1=S	3%	-2%	0.3%	1.9%	-2%	10%	0.9%[50 µM]	i	22	0.0	65
Cc1ccc(-c2noc(CSc3ccccc3)n2)cc1	2%	15%	0.2%	7.3%	-6%	14%	0.2%	i	39	-1.0	94
COc1ccc(NC(=O)c2cccc(-n3cnnn3)c2)cc1	5%	1%	0.2%	0.0%	-3%	11%	0.7%	i	24	-0.6	81	Dengue-2 NS5 capping pilot replicate=0.6
COCCOC(=O)C1=C(C)OC(N)=C(C#N)C1c1cc2cccc(C)c2nc1Cl (stereo not given)	2%	0%	0.4%	2.5%	x	0%	-0.1%	i	45	1.5	46
CCOc1ccc(Br)cc1S(=O)(=O)NCc1ccncc1	x	1%	-0.9%	0.3%	x	7%	x	i	38	2.1	37
CCN(CC(=O)Nc1c(F)cccc1F)C(=O)CCSc1ccc(C)cc1	3%	5%	x	-0.1%	-3%	5%	0.0%[50 µM]	i	50	-0.3	72
CC1(C)CC(NC(=O)C(c2ccccc2)c2ccccc2)CC(C)(C)N1	4%	-5%	0.0%	-0.7%	-2%	9%	0.6%	i	55	0.9	66
Cc1ccc(N2CC(c3nc4ccccc4n3C)CC2=O)cc1C (stereo not given)	6%	-10%	0.3%	3.2%	-3%	12%	0.7%	i	6	-2.1	86
CN1CCN(Cc2c(O)ccc3c(=O)c(Oc4ccccc4Cl)c(C(F)(F)F)oc23)CC1	1%	12%	-0.4%	-1.9%	0%	-2%	-1.1%	i	30	-4.5	52
O=C(CN1C(=O)S/C(=C\c2ccc(Cl)cc2)C1=O)NNC(=O)c1ccccc1O	4%	-12%	-1.0%	1.2%	-1%	-1%	3.1%[50 µM]	i	31	x	x
CC(C)N(Cc1ccccc1)C(=O)COC(=O)CCC(=O)c1ccc(F)cc1	4%	x	x	0.4%	-13%	x	0.0%[50 µM]	i	35	1.4	59
CCOc1cc(/C=N/NC(=O)CCn2nc(C)cc2C)ccc1O	62µM*	-6%	0.7%	1.0%	7%	34%	0.0%	i	18	0.3	56
CN(C)c1nc(NCc2ccccc2)nc(N/N=C/c2ccc(Cl)cc2Cl)n1	8%	4%	-0.3%	2.1%	3%	26%	0.1%	i	26	-0.3	60
CC(=O)c1cccc(OCC(=O)N2CCN(c3ccc(C(F)(F)F)cn3)CC2)c1	7%	-6%	-1.5%	17%	-2%	10%	0.3%	i	46	-0.6	35
COc1ccc(S(=O)(=O)Nc2ccc3oc(C)c(C(C)=O)c3c2)cc1	4%	10%	0.0%	1.1%	-2%	2%	0.8%	i	45	1.8	80
CCN(CC)c1ccc(C(=O)OCC(=O)N2CCN(c3ccccc3)CC2)cc1	10%	-16%	-0.4%	2.2%	-3%	2%	1.2%	i	35	3.1	43
CCn1cc(C(=O)N2CCc3ccccc32)c(=O)c2cc(S(=O)(=O)N3CCCCCC3)ccc21	2%	22%	-0.2%	1.3%	3%	-1%	-0.9%[50 µM]	i	28	-0.8	46
Cc1c(NS(=O)(=O)c2ccccc2)cc(Cl)c(O)c1C	3%	-4%	1.4%	6.8%	-8%	14%	-0.1%	i	59	-2.2	96
COc1ccc(S(=O)(=O)N2CCC(C(=O)NCc3ccccn3)CC2)cc1Cl	16%	-16%	-0.4%	-0.6%	-7%	5%	0.0%	i	43	0.7	30
OC(COCc1cccs1)CN1CCN(c2cccc(Cl)c2)CC1 (stereo not given)	26%	16%	-0.9%	1.5%	-6%	17%	0.4%[50 µM]	i	12	1.9	36
Cc1ccc(CCNC(=O)c2nnn(-c3cc(C)cc(C)c3)c2N)cc1	-1%	25%	-0.3%	0.5%	-3%	5%	1.3%	i	65	-0.7	87
Cn1c(=O)n(CCCOc2ccc(Cl)cc2)c2ccccc21	5%	-4%	0.8%	9.2%	-6%	-6%	2.3%[50 µM]	i	47	0.1	55
The list continues.
SMILES	Rac1 GTP hydrolysis	Salmonella PhoP GFP	West Nile antiviral	RSV CPE inhibition	Dengue-2 NS5 capping	SV40 large T antigen	K1F lysis inhibition	T cell HTS	T cell HTS vesicle-bound %	NTR1 ag	NTR1 ag cell count 20 µM	others
COc1cc(C(=O)OCC(=O)NC2CCCCCC2)ccc1OCC(C)C	6%	5%	x	2.6%	-1%	8%	-1.1%	i	28	1.0	68
Cc1ccc(CN2CCN(c3cccc4[nH]ccc34)CC2)cc1	u	3%	-0.1%	-0.4%	0%	u	0.3%	i	29	-1.3	72
CCOC(=O)C1(CCOc2ccccc2)CCN(Cc2cccn2-c2ncccn2)CC1	-2%	-3%	-1.9%	-3.0%	-4%	6%	-0.1%	i	6	2.1	50
O=C1CN(CC(=O)NC2CCCc3ccccc32)CCN1 (stereo not given)	6%	7%	-0.8%	1.5%	-3%	5%	0.1%	i	51	-0.4	82
COc1ccccc1N1CCN(C(=O)c2ccc(COc3cccc4c3OC(C)(C)C4)cc2)CC1	2%	0%	x	2.7%	0%	8%	0.5%[50 µM]	i	51	6.2	53
CN(C)c1cccc(C(=O)OCC(=O)NCC2CCCO2)c1 (stereo not given)	1%	-6%	0.2%	0.9%	0%	3%	7.5%	i	55	0.7	56
COc1cc(CNC2CCCC2)cc(Cl)c1OCc1ccc(F)cc1	2%	17%	-0.9%	-2.9%	-6%	3%	0.0%	i	44	2.4	37
O=C(NCc1ccc(-n2cccc2)cc1)c1cccc(F)c1	4%	-10%	x	3.2%	2%	15%	0.1%	i	48	-0.6	67
O=S(=O)(c1ccccc1)N1CCN=C1SCc1c(F)cccc1Cl	3%	-2%	-0.8%	5.0%	0%	8%	-0.1%	i	39	4.1	55
O=C(CSc1cccc(C(F)(F)F)c1)NCc1ccccc1	1%	-6%	-0.3%	3.3%	0%	10%	0.5%	i	40	1.2	43
COc1cc(-c2nc3c[n+](CC(=O)c4ccccc4)ccc3n2C)cc(OC)c1OC	-6%	-3%	1.1%	8.1%	1%	16%	1.6%	i	38	0.9	52
O=C(CN(C(=O)CCC(=O)Nc1nccs1)c1ccc2c(c1)OCCO2)NCc1ccco1	3%	-3%	-0.1%	0.7%	-3%	5%	12%	i	36	-0.6	61
O=C(Nc1ccc(Br)cc1)c1cccc(S(=O)(=O)Nc2ccccn2)c1	5%	-5%	-0.1%	1.6%	-3%	6%	-0.1%	i	68	0.6	48
Cc1ccc(OCc2cc(C(=O)N3CCC(Oc4cccnc4)CC3)no2)cc1C	4%	-1%	0.6%	1.6%	-13%	2%	-0.4%	i	6	1.3	46
Cc1nn(Cc2ccc(Cl)cc2Cl)c(C)c1NC(=O)CCl	-2%	-2%	-1.6%	u	-8%	0%	0.5%	i	21	4.6	101
Cc1cccc(-n2cc(CNCCc3nc(C)cc(C)n3)c(-c3cccc(F)c3)n2)c1	-2%	-9%	-1.9%	13%	1%	2%	1.8%	i	34	2.6	62
COc1ccccc1CNC(=O)CCNS(=O)(=O)c1ccc2[nH]c(=O)oc2c1	-25%	-1%	0.7%	0.3%	4%	12%	0.0%	i	46	-0.3	78
O=C1OCCC1Sc1nnc(-c2ccc(Cl)cc2)n1Cc1ccccc1 (stereo not given)	9%	0%	-0.7%	-0.5%	-2%	12%	1.8%[50 µM]	i	4	12	36
CCOC(CCn1c(SCC(=O)Nc2cc(C)on2)nc2ccccc2c1=O)OCC	-1%	0%	-0.7%	0.8%	-6%	31%	0.1%	i	56	1.2	88
Cc1cc(C(C)(C)C)oc1C(=O)N(CC(=O)NC1CCCC1)c1cccc(C(F)(F)F)c1	4%	-10%	0.2%	16%	-6%	6%	-0.1%[50 µM]	i	16	4.1	50
COc1ccc(S(=O)(=O)Nc2ccc(Oc3ncccn3)c(Cl)c2)cc1	3%	6%	0.2%	1.9%	-1%	4%	5.7%	i	42	-2.0	83
COc1cc(-c2nc(-c3ccccc3)c(-c3ccc(F)cc3)[nH]2)cc2c1OCO2	7%	-8%	-1.6%	6.8%	-4%	6%	3.1%	i	52	22	41
COc1cc(OC)cc(C(=O)Nc2nnc(SCC(=O)NCc3ccco3)s2)c1	6%	-1%	-0.5%	0.4%	-11%	17%	-0.1%	i	36	0.4	71
Cc1cc(C(=O)Nc2cccc3c2O[C@@H](CN(C)S(=O)(=O)c2ccccc2)[C@H](C)CN([C@@H](C)CO)C3=O)n(C)n1	-3%	x	x	x	-5%	x	-0.7%	i	15	-1.8	61
CSc1ccc(CCNS(=O)(=O)c2csc(C(N)=O)c2)cc1	14%	11%	-0.5%	x	-4%	1%	0.2%	i	27	3.2	64
Cc1cccc(C)c1NC(=O)CSc1nc(-c2ccco2)cc(C(F)(F)F)n1	0%	-5%	-0.6%	-1.9%	-2%	3%	3.8%	i	9	0.7	51
Cc1cccc(/C=N\NC(=O)c2sccc2-n2cccc2)c1	8%	2%	0.0%	9.6%	-3%	22%	0.5%	i	47	0.5	58

Assay outcomes (PubChem)
